Gli-Sufu block = Gli-Sufu pathway antagonism; Sufu-KO-LIGHT fibroblasts, Gli luciferase reporter luminescence; inhibition, % at 5 µM; 0.74% of 340,000 active;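 active = inhibition above about 55%, limit read from the data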;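 also: 0% = DMSO-treated cells and 100% = wells with medium but no cells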
HKDC1 inhibitor = inhibitors of human hexokinase HKDC1; Q2TB90; recombinant HKDC1, G6PDH/diaphorase resazurin coupled fluorescence; inhibition, % at 20 µM; 0.16% of 340,000 active;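 active = inhibition above about 35% when tested at 20 µM, limit read from the data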;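 also: plate controls were DMSO wells with enzyme for no effect and DMSO wells lacking enzyme for full effect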
Target sequence (Q2TB90 whole entry, looked up): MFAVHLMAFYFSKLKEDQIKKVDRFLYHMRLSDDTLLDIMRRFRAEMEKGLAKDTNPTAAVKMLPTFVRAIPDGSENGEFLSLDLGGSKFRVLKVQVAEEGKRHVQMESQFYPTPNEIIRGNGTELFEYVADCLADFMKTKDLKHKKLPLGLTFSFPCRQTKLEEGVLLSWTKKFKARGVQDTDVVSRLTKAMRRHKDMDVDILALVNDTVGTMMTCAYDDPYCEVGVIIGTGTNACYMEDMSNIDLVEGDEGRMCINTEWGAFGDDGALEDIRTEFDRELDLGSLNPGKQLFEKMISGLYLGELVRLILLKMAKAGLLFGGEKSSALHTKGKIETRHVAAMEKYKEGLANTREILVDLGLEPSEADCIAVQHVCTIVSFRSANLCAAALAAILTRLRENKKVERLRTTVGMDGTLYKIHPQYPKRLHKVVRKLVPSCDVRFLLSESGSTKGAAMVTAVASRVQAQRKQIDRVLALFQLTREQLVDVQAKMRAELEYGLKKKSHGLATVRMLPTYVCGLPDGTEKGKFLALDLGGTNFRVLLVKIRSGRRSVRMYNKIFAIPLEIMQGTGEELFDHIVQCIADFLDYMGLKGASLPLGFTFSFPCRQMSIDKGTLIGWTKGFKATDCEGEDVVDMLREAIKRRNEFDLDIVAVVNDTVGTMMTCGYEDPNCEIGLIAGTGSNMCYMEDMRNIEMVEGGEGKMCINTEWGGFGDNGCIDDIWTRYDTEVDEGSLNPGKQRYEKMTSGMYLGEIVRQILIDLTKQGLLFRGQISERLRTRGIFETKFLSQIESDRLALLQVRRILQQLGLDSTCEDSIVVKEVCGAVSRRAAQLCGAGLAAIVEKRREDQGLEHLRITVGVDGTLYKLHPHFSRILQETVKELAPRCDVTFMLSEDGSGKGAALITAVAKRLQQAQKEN
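Material – in-house recombinant HK5 (HKDC1) enzyme · Quantity – HKDC1 at 5 µg/mL · Buffer or medium – pH 8.0 Tris buffer with 10 mM MgCl2 · Reagent – glucose with 1 mM ATP · Dosing – single 20 µM dose · Times – reaction time 90 min, room temperature, protected from light · Technique – resorufin fluorescence at 613 nm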
SENP8 block = inhibitors of human SENP8 protease | Q96LD8 | purified SENP8, Z-RLRGG-aminoluciferin cleavage, luminescence | AID 2540 | inhibition, % at 10 µM | 1.2% of 330,000 active
Target sequence (Q96LD8 whole entry, looked up): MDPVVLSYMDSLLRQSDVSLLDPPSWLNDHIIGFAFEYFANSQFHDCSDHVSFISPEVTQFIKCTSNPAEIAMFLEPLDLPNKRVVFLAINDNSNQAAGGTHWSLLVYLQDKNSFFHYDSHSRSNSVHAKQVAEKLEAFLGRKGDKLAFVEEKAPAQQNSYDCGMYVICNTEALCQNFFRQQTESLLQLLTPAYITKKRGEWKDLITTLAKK
Jurkat NFkB inh = lowers PMA/ionomycin-induced NF-kB signal in Jurkat cells; PMA/ionomycin-induced NF-kB luciferase reporter, luminescence; AID 435003; 0.53% of 330,000 active; inhibition, % at 4 µM
Apaf-1 inh = human Apaf-1 inhibition. inhibition, % at 20 µM. 0.71% of 330,000 active. AID 489030. reconstituted apoptosome caspase-3 activity, DEVD-Rh110 fluorescence; active = inhibition of at least 40% at 20 µM;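 also: plate controls were DMSO wells for no effect and DEVD-CHO caspase inhibitor wells for full effect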
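Material: cell-free apoptosome with Apaf-1, procaspase-3 and caspase-9; Buffer or medium: Hepes pH 7.5 with detergent and BSA; Reagent: cytochrome c trigger plus (Z-DEVD)2-Rh110 caspase-3 substrate; Times: compound with Apaf-1, dATP, procaspase-3 30 min, then 50 min reaction, room temperature; Technique: Rh110 fluorescence intensity.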
UBC13 inh = blocks human UBC13 polyubiquitin chain formation | AID 485273 | 0.47% of 330,000 active | inhibition, % at 20 µM | TR-FRET; in the data active = inhibition above about 45%, passing the limit was not always enough
SENP7 inh = SENP7 protease inhibition; 1.5% of 330,000 active; Q9BQF6; inhibition, % at 5 µM; recombinant SENP7, Z-RLRGG-aminoluciferin luminescence, 40 min;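 active = inhibition above about 50% at the single test dose, limit read from the data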;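 also: plate controls were DMSO with enzyme for no effect and no enzyme buffer wells for full effect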
697 NFkB inh = inhibitors of the PMA/ionomycin-induced NF-kB reporter in 697 B cells; 697 B-cell NF-kB luciferase reporter, 16 h; inhibition, % at 4 µM; 0.33% of 330,000 active; AID 435022; in the data active = inhibition above about 35%
Starred values were filed as active, the others as inactive; i = inactive; . = not tested or not shown. Rule as the data show it, unless noted: active = inhibition above about 50%; inactive = the rest. Rows were taken by chance. Share with any hit: about 3.6%.

SMILES	Gli-Sufu block	HKDC1 inhibitor	SENP8 block	Jurkat NFkB inh	Apaf-1 inh	UBC13 inh	SENP7 inh	697 NFkB inh
Cc1cccc(-c2ocnc2C(=O)Nc2ccccc2C(=O)N2CCCC2)c1	-23	0	-1	14	5	2	0	5
O=C1CCc2nc3ccccc3c(=O)n2N1	0	-3	-8	-6	4	-4	0	1
O=C(Cc1ccccc1F)Nc1ccc(Cl)nc1	-2	-8	-2	-11	10	1	10	-10
Cc1c(Cc2ccccc2)c(=O)n2c([nH]c3ccccc32)c1C#N	24	5	13	-10	21	-9	11	2
COc1ccc(CCNC(=O)CSc2ccccn2)cc1OC	3	-6	0	-4	-13	-7	-7	-4
CCC(C(=O)NCC1CCCO1)N(C(=O)c1snc(C(N)=O)c1N)c1ccc(Cl)cc1 (configuration not stated)	0	-1	-8	8	6	16	-14	9
Fc1ccccc1/C=N/Nc1nc(N2CCCCC2)nc(N2CCCCC2)n1	15	-12	6	4	6	-1	1	0
CCc1nnc(NC(=O)c2ccc3c(c2)C(=O)N(CC(C)C)C3=O)s1	.	.	-7	1	-11	-3	-5	-11
CCSc1nnc(-c2ccccc2SC)o1	-10	-7	0	0	-1	14	-6	-5
CCN(CC)c1ccc(/C=N/NC(=O)Cc2cccs2)cc1	-5	-3	-15	-9	14	-12	4	-1
CCOc1ccc(C(=O)OCC(=O)N2CCOCC2)cc1OCC	-5	-5	-2	-10	-2	3	9	5
CCOC(=O)c1c(C)[nH]c(C)c1S(=O)(=O)N1CCC(c2ccccc2)C1 (configuration not stated)	-1	-1	-2	10	-1	7	3	0
O=C(CCC(=O)Nc1cccnc1)Nc1cccnc1	4	-1	-4	2	0	4	6	-10
COCCCn1c(N)c(-c2nc3ccccc3n2C)c2nc3ccccc3nc21	4	-2	-1	9	-2	62*	1	6
O=C(Cn1cnc2ccccc2c1=O)c1ccccc1	-22	2	-2	-1	-7	11	0	1
Cc1ccc(/C=C/C(=O)NCc2ccco2)o1	.	.	3	-6	-7	6	-3	-17
Clc1ccc(Cn2ccc(-c3ccc4c(c3)OCO4)n2)cc1Cl	4	13	1	-5	17	-2	-1	-19
O=C(Nc1ccccc1N1CCCC1)c1ccco1	-5	3	-1	-6	5	0	4	-7
COC(=O)c1ccc(Cl)c(NC(=O)CN(c2ccc(OC)c(OC)c2)S(C)(=O)=O)c1	12	-4	-1	-3	3	1	8	26
Cc1ccc(-n2nnnc2SCCNS(=O)(=O)c2ccccc2)cc1C	.	5	-7	-11	27	3	-1	-6
O=C1NN(c2ccccc2)C(=O)/C1=C\c1coc2ccc(O)cc2c1=O	10	10	-5	3	5	-5	6	-9
C#CCOCCOCCOCCNc1nc(N2CCOCC2)nc(N2CCN(C(=O)[C@H](CCCCN)n3cc(CN)nn3)CC2)n1	7	-9	2	3	49*	96*	-1	14
COc1cc(S(=O)(=O)N2CCOCC2)cc(C(=O)OCC(=O)NCc2ccco2)c1OC	-26	-6	-1	-12	-10	7	2	10
COc1ccc(Nc2nnc(SCC(=O)/C=C3/N(C)c4ccccc4C3(C)C)s2)cc1	50	16	-8	8	24	-25	3	-26
COc1ccc(NC(=O)CSc2nc(N)c(NC(=O)c3ccccc3F)c(=O)[nH]2)cc1	-11	2	-13	-2	-8	-4	-1	-10

More entries follow.
SMILES	Gli-Sufu block	HKDC1 inhibitor	SENP8 block	Jurkat NFkB inh	Apaf-1 inh	UBC13 inh	SENP7 inh	697 NFkB inh
CCOc1ccc2nc(SCC)[nH]c2c1	-13	-1	-4	-23	-1	11	6	-18
Nc1ccc2oc3ncccc3c(=O)c2c1	-15	-11	-10	-8	-19	-10	-2	-2
Cc1cc(NC(=O)CSc2nnc3c(C)cc4cc(C)c(C)cc4n23)no1	1	6	-1	8	-9	4	-1	2
Cc1cc2occ(CC(=O)Nc3nnc(C4CC4)s3)c2cc1C	3	-6	-8	-3	-3	-1	-3	-10
COc1ccc(CCC(=O)N2CCN(c3cccc(C)c3C)CC2)cc1	-4	7	0	0	23	3	-5	-9
CCOC(=O)c1c(N)sc(C(=O)N2CCCC2)c1C	2	-2	-8	-3	-2	2	7	2
CCN(Cc1ccccc1)C(=O)c1c[nH]c2ccc(S(=O)(=O)N(C)CCC#N)cc2c1=O	-22	-9	-3	3	-55	6	4	0
CCOC(=O)CC(N)c1ccc(OC)cc1 (configuration not stated)	-1	6	15	-8	-3	2	12	6
CS(=O)(=O)c1ccc(C(=O)NNC(=O)c2cccs2)cc1	-4	-2	-1	6	-12	7	5	7
CC(C)Oc1ccc(/C=N/NC(=O)C(CSCc2ccccc2)NC(=O)c2ccc([N+](=O)[O-])cc2)cc1 (configuration not stated)	22	1	-5	16	12	3	-1	-3
CCOC(=O)c1ccc(NC(=O)c2nccnc2C(=O)O)cc1	-15	-2	-2	-5	2	0	-1	8
O=C(O)CC1(CC(=O)Nc2ccc(Oc3cccc(C(F)(F)F)c3)nc2)CCCC1	4	-2	-1	16	-2	-7	-4	-10
Cc1ccccc1NC(=S)NNC(=O)c1ccncc1	0	-9	-10	-6	6	-7	-7	-1
CC(C)(C)N1C(=O)[C@H]2[C@@H](c3ccc(Br)cc3)N3C(=O)N(c4cccc(F)c4)C(=O)[C@@]3(Cc3ccccc3)[C@H]2C1=O	-3	2	8	8	-4	-4	-1	11
CN(CC(=O)NCCc1ccc(S(N)(=O)=O)cc1)S(=O)(=O)c1ccc(Br)s1	8	-2	4	20	-2	8	-2	7
COc1ccc(NC(=O)CSc2nnnn2C2CCCCC2)cc1	24	0	-8	15	7	-3	-5	17
O=C(Cn1cnc2ccccc21)c1ccccc1	-4	-5	-6	-16	-5	-4	-14	-19
N/C(=N\OC(=O)Cc1ccccc1)c1ccccc1Cl	-29	10	-14	-39	-5	8	-15	-53
COc1ccc(Cc2nnc(SCC(=O)NC3(C#N)CCCCC3)n2N)cc1	3	-1	-11	-11	1	3	-6	18
O=C1NCCCC1C(=O)N1CCN(C(=O)c2ccco2)CC1 (configuration not stated)	-3	-9	8	-15	-18	5	-1	3
Oc1c(Br)cc(C2N=C(c3ccccc3)NO2)cc1Br (configuration not stated)	-26	3	81*	-17	-6	-2	9	-35
C=CCN1C(=O)C(Cc2ccc(Br)cc2)S/C1=N\N=C\c1ccco1 (configuration not stated)	-5	-2	-10	-16	4	-18	-16	2
Cc1ccc(Cn2nnc3c(=O)n(Cc4cc(C)ccc4C)cnc32)cc1	12	-8	4	8	3	-2	-2	1
O=c1cc(-c2ccncc2)oc2c1ccc1ccccc12	18	12	-4	-14	-4	15	-10	-29
CCCOc1ccc(NC(=O)C2OC3OC(C)(C)OC3C3OC(C)(C)OC23)cc1 (configuration not stated)	.	.	4	-1	-8	2	-9	11

Given bar-delimited: 16 of the compounds above.
Structure | Gli-Sufu block | HKDC1 inhibitor | SENP8 block | Jurkat NFkB inh | Apaf-1 inh | UBC13 inh | SENP7 inh | 697 NFkB inh
CCOC(=O)CC(N)c1ccc(OC)cc1 (configuration not stated) | -1 | 6 | 15 | -8 | -3 | 2 | 12 | 6
CS(=O)(=O)c1ccc(C(=O)NNC(=O)c2cccs2)cc1 | -4 | -2 | -1 | 6 | -12 | 7 | 5 | 7
CC(C)Oc1ccc(/C=N/NC(=O)C(CSCc2ccccc2)NC(=O)c2ccc([N+](=O)[O-])cc2)cc1 (configuration not stated) | 22 | 1 | -5 | 16 | 12 | 3 | -1 | -3
CCOC(=O)c1ccc(NC(=O)c2nccnc2C(=O)O)cc1 | -15 | -2 | -2 | -5 | 2 | 0 | -1 | 8
O=C(O)CC1(CC(=O)Nc2ccc(Oc3cccc(C(F)(F)F)c3)nc2)CCCC1 | 4 | -2 | -1 | 16 | -2 | -7 | -4 | -10
Cc1ccccc1NC(=S)NNC(=O)c1ccncc1 | 0 | -9 | -10 | -6 | 6 | -7 | -7 | -1
CC(C)(C)N1C(=O)[C@H]2[C@@H](c3ccc(Br)cc3)N3C(=O)N(c4cccc(F)c4)C(=O)[C@@]3(Cc3ccccc3)[C@H]2C1=O | -3 | 2 | 8 | 8 | -4 | -4 | -1 | 11
CN(CC(=O)NCCc1ccc(S(N)(=O)=O)cc1)S(=O)(=O)c1ccc(Br)s1 | 8 | -2 | 4 | 20 | -2 | 8 | -2 | 7
COc1ccc(NC(=O)CSc2nnnn2C2CCCCC2)cc1 | 24 | 0 | -8 | 15 | 7 | -3 | -5 | 17
O=C(Cn1cnc2ccccc21)c1ccccc1 | -4 | -5 | -6 | -16 | -5 | -4 | -14 | -19
N/C(=N\OC(=O)Cc1ccccc1)c1ccccc1Cl | -29 | 10 | -14 | -39 | -5 | 8 | -15 | -53
COc1ccc(Cc2nnc(SCC(=O)NC3(C#N)CCCCC3)n2N)cc1 | 3 | -1 | -11 | -11 | 1 | 3 | -6 | 18
O=C1NCCCC1C(=O)N1CCN(C(=O)c2ccco2)CC1 (configuration not stated) | -3 | -9 | 8 | -15 | -18 | 5 | -1 | 3
Oc1c(Br)cc(C2N=C(c3ccccc3)NO2)cc1Br (configuration not stated) | -26 | 3 | 81* | -17 | -6 | -2 | 9 | -35
C=CCN1C(=O)C(Cc2ccc(Br)cc2)S/C1=N\N=C\c1ccco1 (configuration not stated) | -5 | -2 | -10 | -16 | 4 | -18 | -16 | 2
Cc1ccc(Cn2nnc3c(=O)n(Cc4cc(C)ccc4C)cnc32)cc1 | 12 | -8 | 4 | 8 | 3 | -2 | -2 | 1

Reprinted at random: 2 compounds from above
SMILES	Gli-Sufu block	HKDC1 inhibitor	SENP8 block	Jurkat NFkB inh	Apaf-1 inh	UBC13 inh	SENP7 inh	697 NFkB inh
CC(C)(C)N1C(=O)[C@H]2[C@@H](c3ccc(Br)cc3)N3C(=O)N(c4cccc(F)c4)C(=O)[C@@]3(Cc3ccccc3)[C@H]2C1=O	-3	2	8	8	-4	-4	-1	11
CCOC(=O)c1c(N)sc(C(=O)N2CCCC2)c1C	2	-2	-8	-3	-2	2	7	2

(cont.)
SMILES	Gli-Sufu block	HKDC1 inhibitor	SENP8 block	Jurkat NFkB inh	Apaf-1 inh	UBC13 inh	SENP7 inh	697 NFkB inh
O=S(=O)(c1ccc(SCCO)nc1)N1CCCC1	4	-4	-4	-5	2	3	3	-8
CC(NC(=O)c1cc2cc(F)ccc2[nH]1)c1ccccc1 (configuration not stated)	7	-3	-10	1	5	4	-2	-6
FC(F)(F)c1ccc(CN2C[C@@H]3C(c4ccc(Cl)nc4)C4(c5cccnc5)CC3(C4)[C@H]2c2ccccc2)cc1 (some centres not stated)	19	3	5	26	42*	9	2	17
CCCCCCOC(=O)C(C#N)c1nc2ccccc2nc1N1CCN(CC)CC1 (configuration not stated)	1	5	-3	6	42*	15	-4	-2
CCCc1nc2c(C)cc(C)cc2c(N)c1CC	2	-3	2	1	-15	1	0	-18
Cc1ccc(C(=O)Nc2nc(COc3ccccc3)cs2)s1	-10	0	-5	-15	8	3	-11	-27
Cc1ccc(OCCCCNC2CCCCC2)c(C)c1	31	-8	-9	12	-5	12	-4	-19
CCOC(=O)c1c(C)[nH]c(C(=O)COC(=O)c2ccncc2)c1C	-4	-2	-4	13	6	-8	9	2
CCCCNC(=O)C1CC(c2cccc([N+](=O)[O-])c2)=NO1 (configuration not stated)	-61	-2	-3	-89	4	0	6	-128
O=C1C=CC(O)(c2cc(=O)c3c(O)cc(O)cc3o2)C=C1	47	10	-4	89*	2	5	-3	i
O=C(NC1CC1)c1cccc2c1C(=O)c1ccc(N3CCC(Cc4ccccc4)CC3)cc1S2(=O)=O	22	-1	6	10	25	-35	6	-63
Cc1sc2ncn(CC(=O)Nc3c(F)cccc3F)c(=O)c2c1S(=O)(=O)N1CCC(C)CC1	5	-5	1	2	2	-4	8	0
CC1CCN(c2ccc(C(=O)NCc3ccco3)cc2[N+](=O)[O-])CC1	3	-3	-4	-9	7	-8	6	11
CC(C)[C@H]1C(=O)Nc2ccccc2N1C(=O)N[C@@H](Cc1ccccc1)C(=O)N[C@H](Cc1ccccc1)C(=O)O	2	-5	-2	0	-8	-2	3	23
CCCc1cc(=O)oc2cc(OCC(=O)NCCc3c[nH]c4ccc(OC)cc34)ccc12	4	-7	-11	10	4	-3	6	-36
